# CHRM5 antagonist: human M5 muscarinic receptor antagonists, primary screen, CHO cells, Fluo-8 calcium fluorescence; Muscarinic acetylcholine receptor M5 (Homo sapiens), P08912; CHO-hM5 cells, ACh EC80; inhibition, % at 3 µM; actives 0.59% (n = 360,000);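 active means inhibition above a per-plate cutoff, the mean of that plate's test compounds plus 3 SD, cut at about 27% in these data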;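 further: 0% = acetylcholine EC80 with DMSO and 100% = DMSO without agonist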
# Target sequence (P08912 whole entry, looked up): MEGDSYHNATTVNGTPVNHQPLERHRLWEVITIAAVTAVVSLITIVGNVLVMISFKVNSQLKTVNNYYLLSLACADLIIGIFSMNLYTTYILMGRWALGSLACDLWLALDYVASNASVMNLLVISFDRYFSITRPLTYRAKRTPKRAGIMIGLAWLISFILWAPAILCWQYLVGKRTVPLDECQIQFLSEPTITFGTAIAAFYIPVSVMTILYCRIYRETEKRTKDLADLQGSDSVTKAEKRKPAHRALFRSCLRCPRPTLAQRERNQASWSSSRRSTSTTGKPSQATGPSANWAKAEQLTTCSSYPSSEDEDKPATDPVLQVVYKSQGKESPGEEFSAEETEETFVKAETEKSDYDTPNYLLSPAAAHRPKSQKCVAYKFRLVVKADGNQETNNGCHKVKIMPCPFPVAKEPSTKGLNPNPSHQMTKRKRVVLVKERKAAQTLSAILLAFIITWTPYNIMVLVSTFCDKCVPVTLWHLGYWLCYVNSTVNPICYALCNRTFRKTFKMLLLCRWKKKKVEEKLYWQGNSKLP
# CRFBP-R2 agonist: agonists of CRF-BP/CRF-R2 complex, primary screen, cell-based, HEK293, calcium dye fluorescence, uHTS | CRF-binding protein / CRF receptor 2 complex (human) | calcium dye fluorescence (FLIPR); percent of saturating CRF peptide response | actives 0.46% (n = 350,000) | activation, % at 13.2 µM;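 active means activation of at least 50%, plus an integration ratio under a set limit after plate pattern correction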;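 further: plate controls were neutral control wells without compound for no effect and CRF at EC100 for full effect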
# CHRM4 antagonist: human M4 muscarinic receptor antagonists, primary screen, CHO cells, Fluo-8 calcium fluorescence. Muscarinic acetylcholine receptor M4 (Homo sapiens), P08173. CHO-hM4 cells, ACh EC80. actives 0.73% (n = 360,000). AID 624125, 2012. inhibition, % at 3 µM;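 active means inhibition above its plate's cutoff, the mean inhibition of sample wells plus 3 SD, cut at about 27% in these data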;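 further: 0% = acetylcholine EC80 with DMSO and 100% = DMSO without agonist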
# CHRM4 PAM: human M4 muscarinic receptor positive allosteric modulators, primary screen, CHO-K1 cells, Fluo-8 calcium fluorescence; Muscarinic acetylcholine receptor M4 (Homo sapiens), P08173; CHO-K1 hM4/Gqi5, ACh EC20; 0% = ACh EC20, 100% = maximal ACh; activation, % at 3 µM; actives 0.4% (n = 360,000); AID 624126, 2012;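 active means activation above its plate's cutoff, the mean activation of sample wells plus 3 SD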; further: some results filed as inactive read as strong as hits
# CRFBP-R2 block: antagonists of CRF-BP/CRF-R2 complex, primary screen, cell-based, HEK293, calcium dye fluorescence, uHTS; AID 588475, 2011; inhibition, % at 11.8 µM; actives 0.59% (n = 350,000); CRF-induced calcium fluorescence;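 active means inhibition of the ligand-induced calcium signal above about 50% at the single tested concentration, limit read from the data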
# CHRM4 agonist: human M4 muscarinic receptor agonists, primary screen, CHO-K1 cells, Fluo-8 calcium fluorescence | CHO-K1 hM4/Gqi5; vehicle 0%, full acetylcholine response 100% | activation, % at 3 µM | actives 0.14% (n = 360,000) | AID 624127, 2012;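 active means activation above the run mean over all test wells plus 3 SD, cut at about 32% in these data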;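 further: peak over basal fluorescence ratio per well then scaled between controls; 0% = DMSO wells and 100% = acetylcholine at EC100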
# M1 PAM: human M1 muscarinic receptor positive allosteric modulators, primary screen, CHO-K1 cells, Fluo-8 calcium fluorescence, 1536-well; CHO-K1 hM1, ACh EC20; 0% = ACh EC20, 100% = maximal ACh; actives 0.088% (n = 360,000); activation, % at 3 µM; AID 588819, 2011; Muscarinic acetylcholine receptor M1 (Homo sapiens), P11229; in the data active means activation above about 19%, passing the limit was not always enough
# Target sequence (P11229 whole entry, looked up): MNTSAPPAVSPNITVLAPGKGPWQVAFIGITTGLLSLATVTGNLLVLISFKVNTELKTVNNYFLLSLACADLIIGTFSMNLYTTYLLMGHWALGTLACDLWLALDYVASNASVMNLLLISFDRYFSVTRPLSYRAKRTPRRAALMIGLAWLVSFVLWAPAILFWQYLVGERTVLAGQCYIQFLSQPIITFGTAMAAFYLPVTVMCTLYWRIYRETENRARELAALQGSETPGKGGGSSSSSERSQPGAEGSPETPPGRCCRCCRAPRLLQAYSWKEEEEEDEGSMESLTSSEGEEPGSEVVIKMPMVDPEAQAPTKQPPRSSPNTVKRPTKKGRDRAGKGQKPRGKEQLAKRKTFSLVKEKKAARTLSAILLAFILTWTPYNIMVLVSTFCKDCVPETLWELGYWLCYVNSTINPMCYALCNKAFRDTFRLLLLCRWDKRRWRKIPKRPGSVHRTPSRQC
# CHRM5 PAM: human M5 muscarinic receptor positive allosteric modulators, primary screen, CHO-K1 cells, Fluo-8 calcium fluorescence | Muscarinic acetylcholine receptor M5 (Homo sapiens), P08912 | activation, % at 3 µM | CHO-K1 hM5, ACh EC20 PAM; 0% = ACh EC20, 100% = ACh EC100 | actives 0.3% (n = 360,000);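 active means activation above the run cutoff, the mean activation of all test compounds plus 3 SD, cut at about 18% in these data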
#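 Assay system – human M5 receptor in CHO-K1 cells · Read-out – % activation, ACh-normalized · Technique – Fluo-8 calcium fluorescence · Dosing – single-point, 3 µM nominal · Incubation – Fluo-8 loading 80 min at 37 °C plus 30 min room temperature · Repeats – singlicate, one well per test compound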
# CHRM5 agonist: human M5 muscarinic receptor agonists, primary screen, CHO-K1 cells, Fluo-8 calcium fluorescence. CHO-K1 hM5 cells; 0% DMSO wells, 100% maximal acetylcholine response. activation, % at 3 µM. actives 0.19% (n = 360,000). AID 624037, 2012;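 active means activation above the run's mean over test compounds plus 3 SD, cut at about 23% in these data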;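 further: signal is peak over basal fluorescence ratio across the kinetic read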
# * marks the source's active call; other numbers are inactive results.
1: COc1ccc(-c2cc(C(=O)OCC(=O)c3c(N)n(C)c(=O)n(C)c3=O)c3ccccc3n2)cc1
2: COC(=O)C1CCCCN1C(=O)c1ccc2oc(Cc3ccccc3)nc2c1 (stereo not drawn)
3: CCOn1c(=O)c(-c2cc3ccccc3o2)[n+]([O-])c2ccccc21
4: O=C(CCNC(=O)c1ccccc1Cl)Nc1nc2ccccc2s1
5: CSc1sc(C(=O)NC(=O)NCc2cccnc2)c(C)c1-c1ccon1
6: COc1cc(CC(=O)NCC2COc3ccccc3O2)cc(OC)c1OC (stereo not drawn)

assay / compound	1	2	3	4	5	6
CHRM5 antagonist	7	0	0	-3	14	3
CRFBP-R2 agonist	-0.8	-0.7	4.1	-0.8	-0.7	2.8
CHRM4 antagonist	0	6	1	0	1	2
CHRM4 PAM	3	12	5	0	-3	1
CRFBP-R2 block	-6	-1	-10	6	-21	1
CHRM4 agonist	1	1	2	2	3	1
M1 PAM	3	4	-1	3	-8	6
CHRM5 PAM	6	4	10	-2	-1	5
CHRM5 agonist	-1	-5	-6	-1	0	-1

7: C/C(=N\NC(=O)c1ccccc1F)c1ccccn1
8: O=C(O)c1cccc(NC(=O)c2ccccc2)c1
9: COCc1ccc(C(=O)N2CCCC(CNC(=O)c3ccc(F)cc3)C2)o1 (stereo not drawn)
10: CCOC(=O)C1=C(N)Oc2cc(O)ccc2C1c1cccnc1 (stereo not drawn)
11: CC(O)C(NS(=O)(=O)c1ccc(Cl)cc1)C(=O)OCC(=O)c1c[nH]c2ccccc12 (stereo not drawn)
12: O=C1NCC2=C1C(c1ccc(Br)cc1)Nc1ccccc1N2 (stereo not drawn)

assay / compound	7	8	9	10	11	12
CHRM5 antagonist	2	3	7	-7	19	-2
CRFBP-R2 agonist	2.8	-1.2	1.9	-3.2	-2.5	-0.2
CHRM4 antagonist	-5	14	3	-1	25	9
CHRM4 PAM	2	-3	1	3	-26	-2
CRFBP-R2 block	-8	8	6	0	-2	2
CHRM4 agonist	3	0	1	1	16	0
M1 PAM	11	3	-3	6	-7	5
CHRM5 PAM	-2	-2	-7	5	-9	-1
CHRM5 agonist	-2	-2	-2	3	-1	-1

13: COc1ccc(C(=O)C2CCCN(Cc3cccn3-c3nccs3)C2)cc1F (stereo not drawn)
14: CCCc1ccc(S(=O)(=O)N/N=C(/C)c2ccc3c(c2)OCO3)cc1
15: Cc1ccc2sc(N3CCN(C(=O)c4ccc([N+](=O)[O-])o4)CC3)nc2c1C
16: O=C(/C=C/c1ccccc1)Nc1ccc(Cl)cn1
17: O=C(c1ccco1)N1CCN(c2c([N+](=O)[O-])nn(-c3cccc(Cl)c3)[n+]2[O-])CC1
18: CN(C)CCCNC(=O)c1ccc2[nH]c3ccccc3c2c1

assay / compound	13	14	15	16	17	18
CHRM5 antagonist	7	7	-5	-8	6	2
CRFBP-R2 agonist	3.1	0.2	5.1	0.7	-0.8	-1.2
CHRM4 antagonist	4	-15	-1	-1	9	9
CHRM4 PAM	-10	7	4	-2	-20	4
CRFBP-R2 block	-4	19	16	-5	1	-21
CHRM4 agonist	15	1	2	1	2	1
M1 PAM	-8	10	5	6	9	8
CHRM5 PAM	13	-2	-1	-4	0	1
CHRM5 agonist	-2	-5	2	-1	4	-2

19: CS/C(N)=N/N=C/c1cc(C)ccc1O
20: COc1ccc(C2C(C(=O)OCC(=O)NC(C)(C)C)CCC(=O)N2c2ccc(C)cc2)cc1OC (stereo not drawn)
21: CC(C)c1ccc(CN(C)C(=O)c2ccc(S(=O)(=O)NCc3ccco3)cc2)cc1
22: CCN(Cc1cnn(C)c1)Cc1nc(Cc2ccccc2Cl)no1
23: COc1ccc(C2C(C(C)=O)=C(O)C(=O)N2c2nc3ccccc3s2)cc1OC (stereo not drawn)
24: Cn1c(CNC(=O)c2ccco2)nnc1SCC(=O)Nc1ccccc1Cl

assay / compound	19	20	21	22	23	24
CHRM5 antagonist	-9	-16	8	3	-1	5
CRFBP-R2 agonist	-1.0	-0.7	5.5	2.5	1.4	2.8
CHRM4 antagonist	-3	-14	19	-6	9	-1
CHRM4 PAM	9	17	-7	9	-1	5
CRFBP-R2 block	0	-2	-7	-2	16	-2
CHRM4 agonist	2	2	15	4	0	1
M1 PAM	14	3	-5	6	4	6
CHRM5 PAM	12	10	-12	2	4	-3
CHRM5 agonist	5	-3	15	1	-1	1

25: CC(C)CCN1C(=O)c2ccc(C(=O)OCC(=O)N(C)C3CCS(=O)(=O)C3)cc2C1=O (stereo not drawn)
26: CN(CC(=O)Nc1ccccc1F)CC(=O)Nc1ccccc1Br
27: Cc1ccccc1NC(=O)CCN1CCc2ccccc2C1
28: COc1ccc2nc(SCC(=O)Nc3ccc4[nH]c(=O)[nH]c4c3)[nH]c2c1
29: CCOC(=O)C1(CCC(=O)OCc2ccccc2)CCCCC1=O (stereo not drawn)
30: CC(=O)Nc1cccc(NC(=O)CCCC2CCCCC2)c1

assay / compound	25	26	27	28	29	30
CHRM5 antagonist	3	4	5	2	-3	4
CRFBP-R2 agonist	-0.3	-3.5	-1.9	-0.4	1.3	-0.4
CHRM4 antagonist	-2	-7	-8	9	0	-4
CHRM4 PAM	-10	-14	5	5	5	-6
CRFBP-R2 block	32	-14	-7	3	-18	-9
CHRM4 agonist	7	14	2	-1	4	10
M1 PAM	-14	4	8	2	2	-8
CHRM5 PAM	-7	-9	-1	4	7	-6
CHRM5 agonist	5	3	-6	3	0	4

31: CS(=O)(=O)Nc1cccc(C2=NN(S(=O)(=O)c3ccccc3)C(c3cccs3)C2)c1 (stereo not drawn)
32: CCOC(=O)c1c(C)[nH]c(C(=O)OCc2ccc([N+](=O)[O-])cc2)c1C
33: C/C=C/c1ccc(OCCn2nnc3ccccc32)c(OC)c1
34: COc1ccc(NC(=O)Nc2ccc(F)cc2F)cc1
35: Cc1c(C)c2cc(Cl)c(OCC(=O)NC3CC(C)(C)NC(C)(C)C3)cc2oc1=O
36: CCOc1cc(CNc2ccc(OC)cc2)cc(Br)c1OCC(=O)NC(C)(C)C

assay / compound	31	32	33	34	35	36
CHRM5 antagonist	1	10	3	-5	13	-6
CRFBP-R2 agonist	0.0	-0.3	0.2	-2.0	-0.9	1.1
CHRM4 antagonist	5	-1	4	5	6	-10
CHRM4 PAM	-1	9	-6	1	-6	-5
CRFBP-R2 block	-20	-25	-7	13	2	-4
CHRM4 agonist	5	0	9	2	2	1
M1 PAM	4	7	-3	1	-3	-4
CHRM5 PAM	-10	-4	-9	11	-2	3
CHRM5 agonist	3	-2	1	1	-3	2

37: COc1ccc(N2C(=O)CC(Sc3nnnn3-c3ccc(F)cc3)C2=O)cc1 (stereo not drawn)
38: COc1cc(/C=N/NC(=O)c2nonc2C)ccc1O
39: Cc1ccc(NC(=O)c2nc[nH]c2C(=O)N[C@@H](C)C(=O)OC(C)(C)C)cc1
40: O=C(Cc1nnc(NC(=O)Nc2ccccc2F)s1)NCc1ccccc1
41: O=C(O)Cn1c(-c2ccccc2)nc2ccccc21
42: O=C(NCCOc1ccccc1Cl)c1ccc2c(c1)S(=O)(=O)c1cc(Cl)ccc1C2=O

assay / compound	37	38	39	40	41	42
CHRM5 antagonist	-11	-12	5	9	-2	-5
CRFBP-R2 agonist	-0.8	-1.6	-0.1	0.6	-0.2	-0.7
CHRM4 antagonist	-9	-4	-9	10	-6	3
CHRM4 PAM	-2	-11	9	-7	7	15
CRFBP-R2 block	8	16	1	5	8	2
CHRM4 agonist	5	1	1	1	0	1
M1 PAM	8	1	-8	9	-4	9
CHRM5 PAM	2	3	-1	-8	0	16
CHRM5 agonist	3	4	-11	-4	-1	7

# 2 of the compounds above, tab-delimited:
no.	SMILES	CHRM5 antagonist	CRFBP-R2 agonist	CHRM4 antagonist	CHRM4 PAM	CRFBP-R2 block	CHRM4 agonist	M1 PAM	CHRM5 PAM	CHRM5 agonist
14	CCCc1ccc(S(=O)(=O)N/N=C(/C)c2ccc3c(c2)OCO3)cc1	7	0.2	-15	7	19	1	10	-2	-5
15	Cc1ccc2sc(N3CCN(C(=O)c4ccc([N+](=O)[O-])o4)CC3)nc2c1C	-5	5.1	-1	4	16	2	5	-1	2

# Back to the main list; the three compounds before the break are reprinted first.
40: O=C(Cc1nnc(NC(=O)Nc2ccccc2F)s1)NCc1ccccc1
41: O=C(O)Cn1c(-c2ccccc2)nc2ccccc21
42: O=C(NCCOc1ccccc1Cl)c1ccc2c(c1)S(=O)(=O)c1cc(Cl)ccc1C2=O
43: Cc1cc(CCN2CCC(=O)NC2=S)ccc1OC(C)C
44: COC(=O)c1c(NC(=O)COC(=O)Cn2cnc3ccccc32)sc(C)c1C
45: O=C(Cn1nnc(N2CCCC2)n1)N/N=C/c1ccc(Cl)cc1
46: COc1ccccc1N(C)S(=O)(=O)c1ccc(C(=O)OCC(=O)N2CCCCCC2)cc1
47: CC(c1ccccc1)n1c(Br)nc2c1c(=O)[nH]c(=O)n2C (stereo not drawn)
48: Cc1ccc(C(=O)N2C(=O)C(c3ccccc3)Oc3ccccc32)cc1 (stereo not drawn)

assay / compound	40	41	42	43	44	45	46	47	48
CHRM5 antagonist	9	-2	-5	-4	-1	17	10	9	-5
CRFBP-R2 agonist	0.6	-0.2	-0.7	-0.1	0.9	3.8	0.4	-1.1	5.8
CHRM4 antagonist	10	-6	3	-1	-4	11	-3	4	-13
CHRM4 PAM	-7	7	15	11	-1	-2	-5	-8	-13
CRFBP-R2 block	5	8	2	-9	17	-12	4	-5	2
CHRM4 agonist	1	0	1	0	0	2	7	1	0
M1 PAM	9	-4	9	2	2	4	1	2	-3
CHRM5 PAM	-8	0	16	4	2	-8	-6	-3	-10
CHRM5 agonist	-4	-1	7	-3	-4	-2	0	0	-6

49: CCOC(=O)N1CCN(S(=O)(=O)N2CCCC(C(=O)NCc3ccc(F)cc3)C2)CC1 (stereo not drawn)
50: CC(=O)N1c2ccc(S(=O)(=O)NCc3ccco3)cc2CC1C (stereo not drawn)
51: COc1ccc(CCNC(=O)C2CCC(CNc3c(N4CCCC4)c(=O)c3=O)CC2)cc1OC (stereo not drawn)
52: O=C(CN1C(=O)CC(c2ccccc2)S(=O)(=O)c2ccccc21)NC1CCCC1 (stereo not drawn)

assay / compound	49	50	51	52
CHRM5 antagonist	25	1	1	5
CRFBP-R2 agonist	0.0	-0.3	-1.0	1.4
CHRM4 antagonist	5	3	11	1
CHRM4 PAM	3	-3	5	-6
CRFBP-R2 block	-3	-16	-8	-10
CHRM4 agonist	2	0	0	1
M1 PAM	6	-1	-1	4
CHRM5 PAM	-9	-2	-1	4
CHRM5 agonist	-4	-3	0	3
